Screening data as filed in PubChem BioAssay.
KB-3-1 cytotox: kills parental KB-3-1 adenocarcinoma cells | KB-3-1 viability, CellTiter-Glo ATP luminescence, 72 h | Potency, µM (top dose mostly 46.1 µM), without a hit: top-dose activity change, negative = cytotoxic, most hits filed as cytotoxic | 1.4% of 400,000 active | AID 1347075; further: potency means the concentration at half of the fitted maximal effect; on the % scale 0 is the no-effect control and ±100 the full control effect; nearly all actives have a fitted effect of over 60% in size
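Cytotoxicity in the drug-sensitive parental line KB-3-1 was scored as loss of CellTiter-Glo luminescence following 72 h incubation with compound. Values come from curve fitting of normalized concentration-response data.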
HT1080 IDH1KD tx: kills HT-1080 cells with IDH1 knockdown | HT-1080 IDH1 knockdown viability, ATP luminescence, 48 h | Potency, µM (top dose mostly 46.1 µM), without a hit: at the highest dose activity, negative = toxicity, hits mostly cytotoxic | 2% of 360,000 active;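 further: potency means the concentration at half of the fitted maximal effect; 0% = DMSO wells and -100% = cell-free medium wells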
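IDH1KD HT-1080 cells, 750/well, RPMI + 5% FBS; compound pinned after 2 h settling; 48 h, 37 °C; CellTiter-Glo luminescence; % activity normalised to DMSO and no-cell wells; curves fitted, classed by r2 and efficacy.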
MCF10A rereplic: induces DNA re-replication in MCF 10a normal breast cells; MCF 10A DNA re-replication, Hoechst nuclear intensity, 48 h; Potency, µM (titrated, usually from 46.1 µM), inactives show at the highest dose activity, positive = re-replication, hits mostly activators; 2.9% of 350,000 active; AID 624296; further: potency means the concentration at half of the fitted maximal effect; % of control where 0% means no effect; nearly all actives have a fitted effect of over 50% in size
IL-1B inflam inh: inhibitors of inflammasome signaling (IL-1 beta secretion). THP-1 LPS/ATP IL-1B secretion, AlphaLISA, 16 h; stronger effect = lower value. 4.7% of 360,000 active. activity change, % at 57.5 µM; in the data active means activity change below about -50%; inconclusive means mostly about -30% to -49%; further: on the % scale 0 is the no-effect control and ±100 the full control effect
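Secreted IL-1B measured by AlphaLISA bead assay after 16 h compound exposure of THP-1 cells; compounds (final up to 57.5 uM) added 1 h before LPS (250 ng/mL) and ATP (1.25 mM) stimulation; lower signal means less secretion.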
DRD3 agonist: D3 dopamine receptor (human) agonism; AID 652048; D3R DiscoveRx beta-arrestin cells, luminescence, 90 min; P35462; 0.58% of 410,000 active; max activation, %; in the data active means max activation above about 30%; further: 0% is about no effect; mostly tested at two doses, the higher about 12 µM
Target sequence (P35462 whole entry, looked up): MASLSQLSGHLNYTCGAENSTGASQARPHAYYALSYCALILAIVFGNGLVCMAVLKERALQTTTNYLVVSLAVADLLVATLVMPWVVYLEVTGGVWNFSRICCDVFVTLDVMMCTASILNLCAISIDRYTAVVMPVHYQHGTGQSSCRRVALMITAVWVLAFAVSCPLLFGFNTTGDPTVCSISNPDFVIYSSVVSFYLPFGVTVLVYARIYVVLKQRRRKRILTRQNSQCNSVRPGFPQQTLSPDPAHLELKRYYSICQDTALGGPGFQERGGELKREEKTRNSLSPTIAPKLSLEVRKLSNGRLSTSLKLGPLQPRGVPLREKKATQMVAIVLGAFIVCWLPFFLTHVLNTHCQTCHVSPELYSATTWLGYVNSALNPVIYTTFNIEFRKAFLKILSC
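Agonist mode: compounds and dopamine controls were applied to plated cells for 90 min at 37 degrees C after an overnight attachment at 1500 cells/well. Luminescent read-out followed 30 - 60 minutes at room temperature with DiscoveRx detection reagent.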
SW480 rereplic: DNA re-replication induction in SW480 cells | SW480 DNA re-replication, Hoechst DNA content imaging, 48 h | AID 624297 | 1.8% of 340,000 active | Potency, µM (top dose mostly 46.1 µM), for the others: at the top dose re-replication activation, usual class: activators; further: potency means the concentration at half of the fitted maximal effect; % of control where 0% means no effect; nearly all actives have a fitted effect of over 55% in size
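Compounds, transferred as 23 nL by pin tool, were incubated with cells for 48 hr; DNA content per nucleus was then quantified by Hoechst staining and fluorescence plate imaging.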
HEK293 tox: cytotoxic in the GLP-1 receptor inverse agonist counter-screen; Potency, µM (series often up to 38.3 µM), inactives show at the highest dose activity change, negative = inhibition, most hits filed as inhibitors; HEK293 cAMP-luciferase reporter cells, luminescence, 24 h; AID 624418; 0.13% of 410,000 active;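 further: loss of luciferase light is scored as toxicity; potency means the concentration at half of the fitted maximal effect; on the % scale 0 is the no-effect control and ±100 the full control effect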
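Here, cytotoxicity is scored as loss of luminescence. The MLSMR collection was tested on cells seeded in medium containing 10% Nu serum, with a 24 hr compound exposure preceded by 12 hours of culture.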
HT1080-NT tox: kills 2HG-producing HT-1080-NT fibrosarcoma cells; Potency, µM (doses to about 46.1 µM), without a hit: at the top dose activity, negative = less viability, most hits filed as cytotoxic; HT-1080-NT fibrosarcoma viability, CellTiter-Glo ATP luminescence, 48 h; 1.6% of 360,000 active; AID 686970;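 further: NT is the 2HG producing partner of a matched IDH1 knockdown line; potency means the concentration at half of the fitted maximal effect; 0% = DMSO-treated cells and -100% = media-only wells without cells; nearly all actives have a fitted effect of over 55% in size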
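Toxicity toward the 2HG-producing NT line was scored as %Activity, normalised to DMSO and no-cell wells, from CellTiter-Glo luminescence after 48 hours' treatment.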
KB-V1 MDR tox: kills drug-selected multidrug resistant KB-V1 cells. Potency, µM (top dose mostly 46.1 µM), without a hit: at the highest dose activity change, negative = cytotoxicity, usual class: cytotoxic. 3.4% of 400,000 active. KB-V1 MDR cells viability, CellTiter-Glo, 72 h; further: potency means the concentration at half of the fitted maximal effect; on the % scale 0 is the no-effect control and ±100 the full control effect; nearly all actives have a fitted effect of over 60% in size
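KB-V1, DMEM (no phenol red) + 10% FBS; cpd pin-transferred, titration series; 72 h, 37 degrees C; CellTiter-Glo, luminescence. Data normalized, curve-fit.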
The depositor's hits bear a star; ? = inconclusive; nt = not tested or not shown; & = joins results of further samples; [ ] = another dose, or the depositor's remark. Unless noted, the call rests on the fitted dose curve; in most records, active means well fitted curve in the direction sought with a large enough effect; inconclusive means small, poorly fitted or top-dose-only effect, or another doubt; inactive means no such curve, though single readings can be large; an effect the other way counts as inactive or inconclusive.

1: CCn1c(NCc2ccccn2)nc2c1c(=O)n(C)c(=O)n2C
2: COc1ccc(-n2ncc3c(N4CCCc5ccccc54)ncnc32)cc1
3: NC(=O)C1CCCN(C(=O)c2ccc(S(=O)(=O)N3CCCCCC3)cc2)C1 (stereo not drawn)
4: Fc1ccc(-n2cnnn2)c(F)c1
5: CN(CC(=O)Nc1ccc(Cl)cc1F)C1=NS(=O)(=O)c2ccccc21
6: CCc1ccc(NC(=O)C(NS(=O)(=O)c2cccs2)C(C)C)cc1 (stereo not drawn)
7: COc1ccccc1NC(=O)c1cc(S(=O)(=O)N2CCN(c3ccccc3Cl)CC2)ccc1F
8: Cc1ccc(CNC(=O)c2c(O)nc3ccccn3c2=O)cc1

screen / no.	1	2	3	4	5	6	7	8
KB-3-1 cytotox	10%	8%	17%	0%	0%	17%	7%	-7%
HT1080 IDH1KD tx	8%	7%	7%	-4%[9.24 µM]	-5%	nt	nt	nt
MCF10A rereplic	-2%	25%	-4%	-1%	3%	nt	nt	nt
IL-1B inflam inh	-3	-6	18	22	23	nt	nt	nt
DRD3 agonist	-23	10	1	1	-4	-4	-1	1
SW480 rereplic	-4%	-8%	8%	-1%	6%	nt	nt	nt
HEK293 tox	9%	0%	2%	5%	-4%	5%	12%	-8%
HT1080-NT tox	-6%	16%	2%[9.24 µM]	0%	7%	nt	nt	nt
KB-V1 MDR tox	-25%	?	24%	2%	0%	14%	2%	?

9: Cc1ccc(NC(=S)N2CCCC(c3nc4ccccc4[nH]3)C2)cc1 (stereo not drawn)
10: O=C1OCc2ccc(NC(=O)c3sccc3Cl)cc21
11: O=[N+]([O-])c1ccc(Sc2cc[n+]([O-])c3ccccc23)c([N+](=O)[O-])c1
12: O=C(C1CC1)N(Cc1nc2ccccc2c(=O)[nH]1)Cc1cccs1
13: CCOc1ccccc1NC(=S)N1CCN(c2nc(-c3ccc(F)cc3)cs2)CC1
14: CCN(CC)C(=O)COc1ccc(-c2ccccc2)cc1
15: CCOc1ccc(CNC(=O)CCc2cn(C)c3ccccc23)cc1OC
16: CC(Nc1ccc(-c2nc(-c3ccncc3)no2)cc1[N+](=O)[O-])c1ccccc1 (stereo not drawn)

screen / no.	9	10	11	12	13	14	15	16
KB-3-1 cytotox	1%	4%	0%	5%	-10%	-27%	0%	-24%
HT1080 IDH1KD tx	12%	4%	18µM*	2%	-15%	-4%	-2%	nt
MCF10A rereplic	0%	6%	19%	0%	2%	7%	?	nt
IL-1B inflam inh	7	-11	-108*	0	20	-1	-9	nt
DRD3 agonist	1	-3	-13	3	8	-3	-6	-17
SW480 rereplic	-35%[inhibitor]	3%	0.82µM*	-4%	12%	4%	3%	nt
HEK293 tox	-7%	10%	0%	-2%	6%	-9%	1%	-5%
HT1080-NT tox	1%	-3%	16µM*	-3%	?	0%	11%	nt
KB-V1 MDR tox	-22%	20%	?	2%	-9%	?	3%	-25%

Sorted by count of non-hydrogen atoms (rising): some entries from above
14: CCN(CC)C(=O)COc1ccc(-c2ccccc2)cc1
9: Cc1ccc(NC(=S)N2CCCC(c3nc4ccccc4[nH]3)C2)cc1 (stereo not drawn)
16: CC(Nc1ccc(-c2nc(-c3ccncc3)no2)cc1[N+](=O)[O-])c1ccccc1 (stereo not drawn)
13: CCOc1ccccc1NC(=S)N1CCN(c2nc(-c3ccc(F)cc3)cs2)CC1

screen / no.	14	9	16	13
KB-3-1 cytotox	-27%	1%	-24%	-10%
HT1080 IDH1KD tx	-4%	12%	nt	-15%
MCF10A rereplic	7%	0%	nt	2%
IL-1B inflam inh	-1	7	nt	20
DRD3 agonist	-3	1	-17	8
SW480 rereplic	4%	-35%[inhibitor]	nt	12%
HEK293 tox	-9%	-7%	-5%	6%
HT1080-NT tox	0%	1%	nt	?
KB-V1 MDR tox	?	-22%	-25%	-9%

New compounds follow
17: Cc1cccc(N(Cc2cc3ccc(C)cc3[nH]c2=O)C(=O)c2ccco2)c1
18: COCCn1c(SCc2csc(-c3ccccc3)n2)nc2ccccc21
19: O=C(Nc1cccc(C(F)(F)F)c1)c1cccc(NS(=O)(=O)c2ccc(Br)c(C(=O)O)c2)c1
20: COc1cccc(NC(=O)CNCc2ccccc2)c1
21: Cc1ccnc(NS(=O)(=O)c2ccc(NC(=O)Cc3cccs3)cc2)n1
22: COc1ccccc1N1CCN(C(=O)[C@@H]2CCCN2C2=NS(=O)(=O)c3ccccc32)CC1
23: COc1ccc(S(=O)(=O)N(C)C[C@H]2Oc3ccc(NC(=O)C4CC4)cc3C(=O)N([C@H](C)CO)C[C@@H]2C)cc1
24: CCOC(=O)c1cc(NC(=O)N(CC)C2CCCCC2)c(C)nc1C

screen / no.	17	18	19	20	21	22	23	24
KB-3-1 cytotox	-1%	16µM*	-4%	-5%	5%	2%	?	-2%
HT1080 IDH1KD tx	-2%	-28%	-2%	3%	7%	8%	14%	-6%
MCF10A rereplic	3%	-3%	-1%	9%	-1%	nt	21%	13%
IL-1B inflam inh	-14	?	-4	-5	4	9	-3	26
DRD3 agonist	-15	21	5	2	0	1	2	4
SW480 rereplic	3%	3%	0%	1%	-9%	nt	3%	-2%
HEK293 tox	-12%	-10%	-2%[7.66 µM]	-9%	-1%	7%	24%	1%
HT1080-NT tox	3%	?	-6%	3%	1%	1%	13%	8%
KB-V1 MDR tox	?	8.2µM*	1%	0%	-8%	-12%	0%	23µM*

25: O=C(CNC(=O)C12CC3CC(CC(C3)C1)C2)OCc1cc(=O)n2cc(Br)ccc2n1
26: O=C(O)c1cc(NCc2c(F)cccc2Cl)ccc1N1CCOCC1
27: CCOc1ccc(-c2ccc(/C=C3/C(=N)N4C(C)=CSC4=NC3=O)o2)c([N+](=O)[O-])c1
28: COc1ccc(C(=O)NC2(C(F)(F)F)C(=O)Nc3c2c(=O)[nH]c(=O)n3CCc2ccc(OC)c(OC)c2)cc1 (stereo not drawn)
29: O=C(CSc1nc2c(c(=O)[nH]1)CCC2)Nc1cccc(Cl)c1
30: CCOc1ccc2c(c1)nc(SCC(=O)c1cccs1)n2C
31: O=C(NCCC1CCCCN1S(=O)(=O)c1ccc(F)cc1)C(=O)NC1CC1 (stereo not drawn)
32: CC(C)(C)c1ccccc1NC(=O)Nc1nc(C(N)c2ccccc2)cs1 (stereo not drawn)

screen / no.	25	26	27	28	29	30	31	32
KB-3-1 cytotox	8%	-3%	-77%	-2%&8%	-14%	-8%	10%	0%
HT1080 IDH1KD tx	22%	-4%	-8%	10%	-16%	3%	12%	?
MCF10A rereplic	8%	13%	?	0%	17%	12%	0%	nt
IL-1B inflam inh	15	-2	13	0	39	12	-4	-16
DRD3 agonist	2	4	7	9&3	-6	-1	4	-9
SW480 rereplic	-12%	-5%	-5%	-18%	-5%	-2%	0%	nt
HEK293 tox	10%	-3%	-27%	-2%&-2%	-5%	-22%	5%	-8%
HT1080-NT tox	24%	7%	-8%	12%	-16%	5%	8%	?
KB-V1 MDR tox	-2%	12%	?	?	-6%	?	?	2%

33: CCC(=O)NC(Nc1nc2ccc(C)cc2s1)(C(=O)OC)C(F)(F)F (stereo not drawn)
34: FC(F)(F)c1ccccc1NC(=S)N1CCCC1
35: Cc1ccnc(NC(=O)C2CCCN(S(=O)(=O)c3ccc4[nH]c(=O)ccc4c3)C2)c1 (stereo not drawn)
36: CCC(C)(C(=O)NC1CCCCC1)N(Cc1cccs1)C(=O)Cc1cccs1 (stereo not drawn)
37: CCOC(=O)CNC(=O)CCc1nnc2ccc(N3CCC(C)CC3)nn12
38: O=C(COC(=O)c1ccc(Cl)nc1)Nc1cc(S(=O)(=O)N2CCOCC2)ccc1Cl
39: O=C(O)[C@@H](O)[C@@H](O)[C@H](O)[C@H](O)CO
40: CCOc1ccc2nc(N=NC3=C(O)CC(C)(C)CC3=O)sc2c1

screen / no.	33	34	35	36	37	38	39	40
KB-3-1 cytotox	-8%	12%	?	6%	2%	-10%	?	?
HT1080 IDH1KD tx	-9%	-2%	6%	0%	14%	-2%	nt	-27%
MCF10A rereplic	0%	-8%	0%	18%	-11%	-1%	0%	0%
IL-1B inflam inh	10	nt	-3	-23	-8	34	nt	214
DRD3 agonist	-1	-5	2	-4	1	1	nt	0
SW480 rereplic	3%	?	3%	0%	6%	5%	?	33%[1.84 µM]
HEK293 tox	0%	15%	-2%	-33%	3%	4%	nt	-21%
HT1080-NT tox	-1%	-4%	-3%	-1%	-2%	1%	nt	-5%
KB-V1 MDR tox	0%	-4%	?	13µM*	8%	-21%	?	-27%

41: COCCCn1c(SCC(=O)N2CCCC(C)C2)nnc1-c1ccco1 (stereo not drawn)
42: Cc1cccc2c1cnn2C(=O)CCC(=O)N1CC(C)CC(C)C1 (stereo not drawn)
43: CN(C)S(=O)(=O)c1ccc(N2CCCC2)c(C(=O)Nc2ccc(Br)cc2F)c1
44: Cc1ccc(NC(=O)c2ccco2)cc1
45: COc1cc2cc(CN(CCO)S(=O)(=O)c3ccccc3)c(=O)[nH]c2cc1OC
46: CSc1cc(-c2ccccc2)n(C)c(=O)c1C#N
47: CCN(CC)S(=O)(=O)c1ccc(N2CCN(CCO)CC2)nc1
48: Nc1cc(C(=O)OCC(=O)NC(c2ccccc2)c2ccccc2)ccc1Cl

screen / no.	41	42	43	44	45	46	47	48
KB-3-1 cytotox	3%	17%	8%	?	0%	-25%	15%	11%
HT1080 IDH1KD tx	2%	7%	1%	11%	-3%	-2%	27%	10%
MCF10A rereplic	1%	2%	0%	nt	0%	?	11%	-11%
IL-1B inflam inh	0	-8	?	?	0	-2	0	25
DRD3 agonist	3	2	-10	0	-7	0	2	14
SW480 rereplic	-8%	-3%	-92%[inhibitor]	nt	-16%	-5%	-3%	106%
HEK293 tox	-17%	4%	0%	1%	1%	1%	-2%	-7%
HT1080-NT tox	19%	14%	4%	1%	-3%	-20%	23%	9%
KB-V1 MDR tox	?	14%	3%	-11%	-7%	?	-1%	-27%
